Source: PubChem (several laboratories)
Hck Nef HTS: inhibitors of Nef-activated human Hck kinase, primary screen, biochemical, Z-Lyte FRET, 384-well, Hck-YEEI; inhibition, % at 20 µM; Tyrosine-protein kinase HCK (Homo sapiens), P08631; Recombinant Hck-YEEI plus Nef, Z-Lyte FRET kinase assay; AID 463187, 2010; 220,000 compounds, 0.68% hits;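 active means Hck-Nef kinase inhibition above about 50%, limit read from the data; inactive means inhibition below that limit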;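 further: 0% = DMSO with Hck plus Nef and 100% = Hck alone without Nef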
zVAD death inh: inhibitors of zVAD-triggered necroptosis, primary screen, L929 cells; viability rescue, % at 10 µM; AID 1377, 2008; 220,000 compounds, 0.38% hits; L929 zVAD necroptosis rescue, ATP luminescence, 24 h; with zVAD 60 µM;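 active means activation, scaled between plate controls, above about 75%, limit read from the data; inactive means activation under that limit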;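 further: 0% = zVAD with DMSO and 100% = DMSO alone without zVAD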
Mdm2 ligase inh: MDM2-luciferase reporter signal enhancers, primary screen, MDM2 E3 ligase inhibitor project, cell-based, luminescence, 1536-well; signal enhancement, % at 5 µM; E3 ubiquitin-protein ligase Mdm2 (Homo sapiens), Q00987; cell-based MDM2 ubiquitination luciferase reporter, 2 h; 0 = plate control, 100 = twice control, blank-subtracted; 210,000 compounds, 0.11% hits;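 active means signal enhancement of 30% or more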;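 further: luminescence tracks abundance of the self-degrading MDM2-luciferase fusion protein; higher signal means inhibition of MDM2 E3 ligase activity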
Target sequence (Q00987 whole entry, looked up, the tested form may be a part): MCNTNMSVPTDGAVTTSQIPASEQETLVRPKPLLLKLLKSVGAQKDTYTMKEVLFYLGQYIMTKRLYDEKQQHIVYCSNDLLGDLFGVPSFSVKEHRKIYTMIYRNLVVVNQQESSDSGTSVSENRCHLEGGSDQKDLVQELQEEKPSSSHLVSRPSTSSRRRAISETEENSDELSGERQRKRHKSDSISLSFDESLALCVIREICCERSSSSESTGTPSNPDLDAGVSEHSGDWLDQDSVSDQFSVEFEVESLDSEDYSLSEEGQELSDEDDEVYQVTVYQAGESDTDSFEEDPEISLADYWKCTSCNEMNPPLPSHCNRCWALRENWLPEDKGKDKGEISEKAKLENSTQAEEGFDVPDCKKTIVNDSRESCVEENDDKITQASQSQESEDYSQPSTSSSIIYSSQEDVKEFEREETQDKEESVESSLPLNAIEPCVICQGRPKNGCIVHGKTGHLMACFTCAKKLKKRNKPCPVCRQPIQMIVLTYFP
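Assay system: mammalian cells stably expressing self-ubiquitinating, self-degrading MDM2 E3–luciferase fusion. Quantity: 2000 cells in each well. Medium: DMEM culture medium. Compound dosing: single-point 5 µM. Timing: cell settling 4 h, compound treatment 2 h, both 37 °C. Technique: luciferase luminescence. Read-out basis: percent signal gain over controls, blank-subtracted. Benchmarks: plate controls and plate blanks.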
EBV gp42 block: Epstein-Barr virus gp42 inhibitors, primary screen, biochemical, uHTS, fluorescence polarization; Glycoprotein 42 (Epstein-Barr virus (strain AG876)), Q1HVG2; Fluorescence polarization binding assay, mP read-out; inhibition, % (tested at 21.74 µM); 220,000 compounds, 0.42% hits; in the data active means inhibition above about 50%
Target sequence (Q1HVG2 whole entry, looked up): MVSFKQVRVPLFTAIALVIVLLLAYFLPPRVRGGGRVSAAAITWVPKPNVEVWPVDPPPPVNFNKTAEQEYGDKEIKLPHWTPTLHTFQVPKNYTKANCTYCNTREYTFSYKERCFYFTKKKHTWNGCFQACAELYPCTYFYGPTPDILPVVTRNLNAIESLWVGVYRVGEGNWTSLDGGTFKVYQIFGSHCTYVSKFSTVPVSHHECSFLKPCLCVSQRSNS
Runt-SMMHC FRET: inhibitors of RUNX1 Runt–CBFb-SMMHC binding, primary screen, biochemical, FRET, Cerulean-Runt, Venus-CBFb-SMMHC, uHTS; Cerulean-Runt/Venus-CBFb-SMMHC FRET ratio 530/480, 1 h; Runt-related transcription factor 1 (Homo sapiens) + Core-binding factor subunit beta …; 220,000 compounds, 0.74% hits; inhibition, % at 20 µM;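 active means mean inhibition across duplicate retests at 20 µM reaching about 50%, limit read from the data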;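 further: 0% = DMSO wells and 100% = wells with excess untagged CBFb-SMMHC; inhibitors lower the FRET ratio by blocking Runt binding to CBFb-SMMHC; some results filed as inactive read as strong as hits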
14-3-3 Bad inh: inhibitors of 14-3-3 zeta/Bad binding, primary screen, biochemical, TR-FRET, bovine 14-3-3 zeta | 14-3-3 protein zeta/delta (Bos taurus), P63103 | inhibition, % at 21.7 µM | AID 781, 2007 | TR-FRET 14-3-3zeta/Dy647-pBad peptide displacement, 1 h | 220,000 compounds, 0.71% hits;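 active means inhibition above about 70%, limit read from the data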;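 further: 0% = full 14-3-3 plus peptide FRET controls and 100% = background without 14-3-3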
Target sequence (P63103 whole entry, looked up): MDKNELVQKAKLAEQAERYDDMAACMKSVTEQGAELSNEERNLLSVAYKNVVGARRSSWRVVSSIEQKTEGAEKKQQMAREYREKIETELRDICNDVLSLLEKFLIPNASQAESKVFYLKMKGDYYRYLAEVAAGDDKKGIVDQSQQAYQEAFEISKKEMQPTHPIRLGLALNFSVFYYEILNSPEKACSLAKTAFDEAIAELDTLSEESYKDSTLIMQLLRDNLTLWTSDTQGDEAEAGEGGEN
Runt-CBFb FRET: inhibitors of RUNX1 Runt–CBFb binding, primary screen, biochemical, FRET, Cerulean-Runt, Venus-CBFb, uHTS; 220,000 compounds, 0.46% hits; inhibition, % at 20 µM; Cerulean-Runt/Venus-CBFb FRET ratio 530/480, 1 h; AID 1496, 2009; Runt-related transcription factor 1 (Homo sapiens) + Core-binding factor subunit beta …;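 active means inhibition over about 50% at 20 µM in the single-dose screen, limit read from the data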;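 further: 0% = DMSO wells and 100% = excess unlabeled CBFb competitor control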
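Measured by: fluorescence energy transfer, 422 nm excitation, 530/480 nm emission; Assay system: Cerulean-Runt domain; Medium: Tris pH 7.5 buffer with BSA; Measure: loss of energy transfer signal; Controls: 5 µM unlabeled CBFb as full-inhibition high control; Incubation: protein complex preformed 1 h, compound exposure 1 h, room temperature, dark.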
Tb hexokinase: Trypanosoma brucei hexokinase 1 inhibitors, primary screen, biochemical, G6PDH-coupled NADH absorbance, MLSCN library; 220,000 compounds, 0.11% hits; recombinant TbHK1, G6PDH-coupled NADH A340; inhibition, % at 10 µM;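 active means inhibition of 50% or more in the single-dose primary screen; inactive means inhibition below 50%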
p47phox inh: p47phox/p22phox peptide binding inhibitors, primary screen, biochemical, uHTS, NADPH oxidase regulatory subunit; AID 1274, 2008; fluorescence polarization, 2 h; inhibition, % at 24.7 µM; 220,000 compounds, 0.53% hits;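 active means inhibition above about 30%, limit read from the data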;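 further: 0% = p47phox with labelled peptide and 100% = labelled peptide alone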
* hit, by the source's call; . = not tested or not shown; & = joins results of further samples; [ ] = dose if it differs, or a comment. Compounds as they come; any-hit rate near 3.2%.

SMILES	Hck Nef HTS	zVAD death inh	Mdm2 ligase inh	EBV gp42 block	Runt-SMMHC FRET	14-3-3 Bad inh	Runt-CBFb FRET	Tb hexokinase	p47phox inh
CC(C)(C)NC(=O)C(c1ccncc1)N(Cc1ccco1)C(=O)c1ccc(-c2ccccc2)[nH]1 (centres undefined)	35	3.7	-6	-24	1	-11	4	-13	-16
CCc1nnc(NC(=O)c2ccc(S(=O)(=O)N(C)c3ccccc3)cc2)o1	-6	0.1	0	-8	2	-5	2	2	-5
O=C(O)C1OC(Oc2c(-c3ccc(O)c(O)c3)oc3cc(O)cc(O)c3c2=O)C(O)C(O)C1O (centres undefined)	-1	2.4	.	-8	-5	-3	-2	-176	-9
CCOc1ccccc1NC(=O)C(OC(=O)c1ccc(CC)cc1)c1ccccc1 (centres undefined)	3	0.8	7	-19	-2	-9	-6	7	-7
COC(=O)c1ccc(C(NC(=O)OCc2ccccc2)/C(F)=C/[C@@H](C)C(=O)NCc2ccc(OC)c(OC)c2)cc1 (some centres undefined)	3	3.6	.	-10	0	36[fluorescence artefact?]	-2	-19	22
COc1ccc(CC(=O)O/N=C(\N)c2cccc([N+](=O)[O-])c2)cc1	0	0.1	-12	-11	0	-1	-1	3	3
Cc1ccc2cc(C(=O)O)c(C)nc2c1	-1	0.3	13	-13	-3	79*	.	-2	8
CCOC(=O)C1=C(C)NC(C)=C(C(=O)OCC)C1	3&7	-0.9&-0.1	9&-10	-19&-9	4&30	-9&11	0&2	-3&-4	-9&16
CC(=O)Nc1ccc2c(c1)CCCC2=O	11	2.5	-13	-4	-8	7	6	-12	9
CCCCCn1c(=NC(=O)c2ccco2)c(C(=O)OCC)cc2c(=O)n3ccccc3nc21	31	-0.6	-6	2	42	9[fluorescence artefact?]	11	-12	0
COc1ccc(CCn2c(=S)[nH]c3cc(C(=O)N4CCOCC4)ccc3c2=O)cc1OC	-6	0.3	-14	-3	-2	-4	1	-7	0
CCC(NC(=O)C1(C)CC1(Br)Br)c1ccc(C)cc1 (centres undefined)	0	0.0	-6	-16	6	-8	-1	3	-2
Cc1noc(C)c1COc1cccc(C(=O)Oc2ccc3c(c2)OCO3)c1	1	0.5	-8	-9	-9	27	-1	8	-18
COC(=O)CSc1nccc(-c2cccs2)n1	18	0.5	1	-13	2	7	-1	-11	58*
Cc1nc(-c2ccc3c(c2)OCO3)cs1	1	1.6	-14	8	0	34	-1	-3	-1
CCCc1ccc(OCC(=O)O)cc1	0	0.3	9	-6	-2	1[fluorescence artefact?]	2	-2	-10
O=c1c(Cl)c(N/N=C/c2ccc(Cl)cc2)cnn1-c1ccccc1	2	1.0	2	9	-1	47	-7	-28	5
N#Cc1c2n(c3c(=O)n(Cc4ccccc4)cnc13)CCCC2	0	-0.4	-9	-1	-4	2	0	6	-5
Cc1cc(C)n(-c2nc3ccccc3nc2N2CCN(C(=O)c3ccc(F)cc3)CC2)n1	5	0.0	-2	-14	3	7	1	-13	3
COc1ccc(S(=O)(=O)N(CCCN2CCCC2=O)Cc2cc3cc(C)c(C)cc3[nH]c2=O)cc1	-1	-0.5	-10	7	0	-7	-4	7	2
O=C(NCc1ccco1)c1nn(-c2ccccc2)c(=O)c2ccccc12	-3	1.6	-16	-33	4	-7	0	7	-16
O=C(CSc1nc2c(c(C(F)(F)F)n1)CCc1ccccc1-2)NCc1ccco1	2	-0.2	-2	-21	4	5	5	2	-21
COc1nc(-c2cccs2)cc(-c2ccc(C)cc2)c1C#N	3	1.6	-26	-9	3	-6	0	-3	-2
CCOc1cc(/C=N\NC(=O)Cn2nc([N+](=O)[O-])cc2C)ccc1OCc1cccc2ccccc12	7	0.0	-11	-30	-1	4	-4	-22	-15
C/C(=N\NS(=O)(=O)c1ccc([N+](=O)[O-])cc1)c1ccc(NC(=O)c2ccco2)cc1	20	1.3	-18	-21	-4	9	0	-10	-5

(next part)
SMILES	Hck Nef HTS	zVAD death inh	Mdm2 ligase inh	EBV gp42 block	Runt-SMMHC FRET	14-3-3 Bad inh	Runt-CBFb FRET	Tb hexokinase	p47phox inh
CC(=O)NCCOC(=O)Nc1sc(=S)n(C)c1C	7	-0.4	2	-13	2	-9	0	-13	2
COc1ccc(N=Cc2oc3ccc4ccccc4c3c2O)cc1	1	8.6	-21	-6	86	62	16	-10	22
Cc1ccc(/C([O-])=C(/C(=S)Nc2ccc(SC(F)F)cc2)[n+]2ccccc2)cc1[N+](=O)[O-]	-3	2.5	-18	9	-4	1	8	-1	0
c1ccc(OCCCN2CCCC2)cc1	-2	-0.3	-4	-15	-2	33[fluorescence artefact?]	-1	-5	6
Cc1nc(-c2ccc(S(=O)(=O)N3CCCCCC3)cc2)cs1	3	0.1	-13	-7	2	-4	-3	2	-5
Cc1c(NC(=S)Nc2ccc(Cl)cc2)c(=O)n(-c2ccccc2)n1C	21	3.1	-6	15	-2	-13	2	4	-6
C=CCSc1nc2ccccc2n1C(=O)/C=C/c1ccc(OC)c(OC)c1	3	-0.2	5	5	-20	-8	-8	-8	-3
COc1cc(NS(=O)(=O)c2ccc(NC(=S)NC(=O)/C=C/c3ccc(F)cc3)cc2)ncn1	17	1.1	-13	-18	-16	-12	-1	-25	-11
O=C(CSc1nnnn1-c1cccnc1)NCc1cccs1	3	2.6	-20	-3	4	-7	-1	34	-19
COc1ccc(NC(=O)c2cc3c(Cl)nc4ccccc4c3s2)cc1OC	5	2.2	11	-10	-6	-1	-4	-15	-20
O=C(Nc1ccc(-c2nc3ccccc3[nH]2)cc1)c1ccco1	1	47	-7	-9	7	-6	1	-36	-13
Cc1csc(NC(=O)c2nc3nc(C)cc(C)n3n2)n1	-1	2.2	7	-15	4	0	-2	-39	-19
CCOc1ccc2ccccc2c1/C=N/n1cncn1	13	0.1	-10	-10	0	8	-1	-8	1
O=c1c([N+](=O)[O-])c(N2CCOCC2)c2ccccc2n1-c1ccccc1	25	2.0	-3	-1	.	-5	.	2	9
CC12CCC(C(=O)NCC3CCCO3)(OC1=O)C2(C)C (centres undefined)	7	1.1	-24	0	-2	-7	0	-3	-2
O=C(O)CSC1c2ccccc2C(=O)N1Cc1ccccc1 (centres undefined)	0	0.0	-11	-9	-8	4	-2	10	-9
CC(C)Oc1ccc(CNC2CCOC(C)(C)C2)cc1 (centres undefined)	0	0.3	6	-21	-7	-3	0	-5	-6
COc1ccc(N2C(=O)CC(NNC(=O)c3cccnc3)C2=O)cc1 (centres undefined)	22	0.7	-4	-12	2	1	1	-6	-13
O=C(Nc1ccc(S(=O)(=O)Nc2nccs2)cc1)c1cnc(Cl)c(Cl)c1	17	-0.5	.	-40	-17	3	0	-15	-62
CSc1cccc(NC(=S)N2CCCN(Cc3ccc(F)cc3)C2)c1	-8	0.3	-8	-7	3	-13	4	9	-6
CN(C)C=Nc1ncc2c3ccccc3n(Cc3ccccc3)c2c1C#N	-2	0.6	.	4	-9	1	-9	0	8
COCCCn1c(Cc2csc(Nc3ccccc3)n2)nnc1SCC(N)=O	6	-1.1	-10	-9	7	-2	0	1	13
Cc1sc(NC(=O)c2ccccc2F)c(CN2CCCCC2C)c1C (centres undefined)	3	-0.1	2	5	-1	6	-4	2	-14
CCOC(=O)CN1CC23C=CC(O2)C(C(=O)NCc2ccc(C)cc2)C3C1=O (centres undefined)	18	-0.1	-15	-16	0	3	2	-4	-19
CCOc1ccc(OCc2cccc(C(=O)Nc3ccc(CN4CCCCC4)cc3)c2)cc1	3	1.7	-3	-12	-2	3	-3	6	15

Later entries.
SMILES	Hck Nef HTS	zVAD death inh	Mdm2 ligase inh	EBV gp42 block	Runt-SMMHC FRET	14-3-3 Bad inh	Runt-CBFb FRET	Tb hexokinase	p47phox inh
N#CC1=C(N)SC(N)=C(C#N)C1CCC1CCCCC1	4	-0.2	-10	-90	35	-8	22	3	-44
CC(Sc1nc2c(c(=O)n(C)c(=O)n2C)n1Cc1cc2c(cc1Cl)OCO2)C(=O)O (centres undefined)	-1	0.8	-11	-11	-3	19	-1	1	-12
Cc1ccc2c(c1)N(Cc1ccccn1)C(=O)C(C)O2 (centres undefined)	-1	-0.1	0	9	0	2	1	1	0
CCC(C)n1cnc2c(c1=O)c1nc3ccccc3nc1n2Cc1ccccc1OC (centres undefined)	1	-0.3	-13	0	-3	-3	-2	-5	-1
COc1ccc(-c2nnn(-c3ccc(Cl)cc3Cl)c2N)cc1	15	0.9	-11	-13	0	1	1	1	-24
CCOC(=O)CSc1nnc(Cc2cc(=O)[nH]c(=O)[nH]2)n1-c1cccc(OC)c1	0	1.8	-2	25	-8	1	-4	2	-2
CC(Sc1nc(-c2ccccc2)cc(C(F)(F)F)n1)C(=O)Nc1sc2c(c1C(N)=O)CCC2 (centres undefined)	1	0.5	-4	-21	-3	-25[fluorescence artefact?]	-5	-8	-18
Cc1ccc(CN2CCN(C(=O)c3ccco3)CC2)cc1	14	0.3	5	-14	-2	-7	0	-1	-9
Cc1nc2nc[nH]n2c(=O)c1NS(=O)(=O)c1ccc(C(C)(C)C)cc1	21	29	2	0	-1	0	0	-4	-8
CSc1nc2ccc(S(=O)(=O)N3CCCC3)cc2s1	-1	0.4	-12	-4	2	11	1	-11	-6
COc1ccc(-c2nnc(NC(=O)C3CC3)o2)cc1	17	-1.4	-13	-3	0	-9	-1	0	-3
CN(CC(=O)N1CCc2ccccc21)S(=O)(=O)c1cccs1	0	-0.2	-9	-3	0	-10[fluorescence artefact?]	1	-2	11
O=C(NCCCN1CCCC1=O)c1cccc(C(F)(F)F)c1	0	0.1	-30	-4	-1	-2	1	3	2
COc1ccc(NC(=O)CSc2nc3ccccc3n2-c2ccccc2)c([N+](=O)[O-])c1	2	2.4	4	-7	-8	-24	-3	10	-13
